# Thrombin inh – human alpha-thrombin inhibitors, primary screen, counter-screen for coagulation protease inhibitor project, biochemical, 1536-well, fluorogenic AMC substrate. Prothrombin (Homo sapiens), P00734. Boc-VPR-AMC fluorogenic substrate cleavage. inhibition, % at 5 µM. 0.26% of 220,000 active. AID 1046, 2008;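 active = inhibition at or above 40%; inactive = inhibition below 40%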;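 also: 0% = enzyme with no compound and 100% = wells without enzyme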
#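 signal = AMC fluorescence, 355/460 nm | material = human alpha-thrombin enzyme | control set = enzyme without compound as high, wells lacking enzyme as low | times = reaction at room temperature | read-out basis = percent inhibition scaled between no-compound controls and no-enzyme blanks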
# Rad51 HR inh – human RAD51 strand exchange inhibitors, primary screen, biochemical, fluorescence; inhibition, % at 10 µM; hRad51 DNA strand exchange, fluorescence dequenching; 0.085% of 200,000 active; AID 1385, 2008;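 active = inhibition above 40% at the single screening dose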;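 also: 0% = DMSO control wells and 100% = blanks with heterologous ssDNA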
#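 Test system – preformed human Rad51 ssDNA filaments · Reagent – Donor/quencher-labelled 47-bp dsDNA substrate · Incubation – 37 °C 15-min filament assembly, 30-min compound preincubation, 15-min exchange · Signal – FRET fluorescence dequenching, excitation 485 nm, emission 520 nm · Read-out – percent inhibition from fluorescence, normalised to plate control and blank means · Benchmarks – plate control and blank wells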
# Calpain2 inh – inhibitors of pig calpain II, primary screen, biochemical, fluorogenic peptide substrate, 1536-well | purified calpain II, 30 min | inhibition, % at 16 µM | 0.37% of 220,000 active;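 active = inhibition above about 50%, limit read from the data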
# Cl transport mod – KCC2 cotransporter modulators, thallium flux, primary screen, cell-based, HEK293 KCC2, FluoZin-2 fluorescence, MLSMR; AID 1456, 2008; KCC2 cells, thallium flux FluoZin-2 fluorescence; 2.2% of 190,000 active; Solute carrier family 12 member 5 (Homo sapiens), Q9H2X9; B-score of Tl+ flux slope (higher = more flux/activation; lower = inhibition) at 10 µM;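 active = thallium flux slope and its plate-corrected score both differing from the plate sample mean at a set confidence after two filtering rounds, in either direction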;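 also: slope of fluorescence scaled to starting intensity during 10 to 20 s after thallium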
# Furin inh – human furin inhibitors, primary screen, biochemical, fluorescence intensity | P09958 | purified furin, fluorogenic substrate cleavage | inhibition, % at 30 µM | 0.061% of 220,000 active; in the data active = inhibition above about 25%; also: inactives centre near -15
# FXIIa inh 1536 – human FXIIa protease inhibitors, primary screen, biochemical, 1536-well | purified FXIIa, Boc-QGR-AMC fluorogenic substrate, 2 h | inhibition, % at 5 µM | 0.3% of 220,000 active | AID 800, 2007; in the data active = inhibition above about 40%;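 also: 0% = enzyme with no compound and 100% = blank without enzyme; many of its hits are not listed in these tables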
# Target sequence (P00748 20-372 limits assumed): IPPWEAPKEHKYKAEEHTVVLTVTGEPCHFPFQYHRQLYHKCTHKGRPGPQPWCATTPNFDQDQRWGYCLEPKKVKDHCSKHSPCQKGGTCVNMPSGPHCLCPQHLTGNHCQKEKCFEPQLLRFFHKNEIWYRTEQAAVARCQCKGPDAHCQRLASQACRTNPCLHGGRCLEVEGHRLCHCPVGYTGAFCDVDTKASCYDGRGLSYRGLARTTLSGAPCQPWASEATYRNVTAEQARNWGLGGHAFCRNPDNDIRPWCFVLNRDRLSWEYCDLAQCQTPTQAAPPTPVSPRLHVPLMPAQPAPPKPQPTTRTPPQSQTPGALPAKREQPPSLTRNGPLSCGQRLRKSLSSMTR
# Target sequence (P00748 373-615 limits assumed): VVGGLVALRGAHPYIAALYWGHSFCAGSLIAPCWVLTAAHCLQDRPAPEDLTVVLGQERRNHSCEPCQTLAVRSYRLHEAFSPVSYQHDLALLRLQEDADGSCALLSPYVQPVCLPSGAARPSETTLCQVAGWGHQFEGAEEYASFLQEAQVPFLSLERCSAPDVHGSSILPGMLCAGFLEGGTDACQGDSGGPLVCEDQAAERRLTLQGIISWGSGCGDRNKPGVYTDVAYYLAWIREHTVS
# PERK inh – block of dimerizer-induced PERK translation repression, primary screen, PERK inhibitor project, CHO PERK-DD cells, SEAP luminescence, HTS | CHO PERK-DD fusion, SEAP luminescence translation reporter | inhibition, % at 5.6 µM | 0.17% of 220,000 active | AID 1416, 2008;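 active = inhibition above the mean inhibition of all tested compounds plus 3 SD, set separately per screening campaign, cut at about 2.9% in these data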;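 also: PERK kinase domain activated by AP20187 dimerizer at 100 nM; 0% = DMSO with dimerizer and 100% = rapamycin at 8.4 µM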
# FXIa inh 1536 – human FXIa protease inhibitors, primary screen, biochemical, 1536-well; 0.14% of 220,000 active; purified FXIa, Boc-Glu-Ala-Arg-AMC fluorogenic substrate; AID 798, 2007; inhibition, % at 5 µM;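 active = inhibition of at least 40%; inactive = inhibition below 40%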;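 also: fluorescence of freed AMC excited at 355 nm; 0% = enzyme without compound and 100% = no enzyme blank; many of its hits are not listed in these tables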
# hK5 inh – human KLK5 protease inhibitors, primary screen, biochemical, 1536-well | Kallikrein-5 (Homo sapiens), Q9Y337 | recombinant hK5, fluorogenic AMC substrate cleavage | inhibition, % at 5 µM | 0.59% of 210,000 active;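 active = inhibition of 40% or more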;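 also: 0% = enzyme controls without compound and 100% = no-enzyme blanks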
# Target sequence (Q9Y337 67-293 limits assumed): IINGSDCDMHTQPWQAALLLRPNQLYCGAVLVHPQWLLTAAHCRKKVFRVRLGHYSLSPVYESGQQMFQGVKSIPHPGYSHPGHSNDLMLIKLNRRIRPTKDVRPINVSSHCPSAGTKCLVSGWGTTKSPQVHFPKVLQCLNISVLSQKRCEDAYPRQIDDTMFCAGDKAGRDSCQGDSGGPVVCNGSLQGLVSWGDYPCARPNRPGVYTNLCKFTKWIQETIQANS
# Numbers without * were called inactive; i = inactive; nt = no result given; [ ] = another dose, or the depositor's remark. Not all compounds are listed, so the mix of outcomes need not match the whole.
# Short keys – A = Thrombin inh; B = Rad51 HR inh; C = Calpain2 inh; D = Cl transport mod; E = Furin inh; F = FXIIa inh 1536; G = PERK inh; H = FXIa inh 1536; I = hK5 inh
Cc1ccc(-c2csc(-c3ccncc3)n2)cc1
  A = 2 | B = 6 | C = -175 | D = nt | E = -23 | F = 9 | G = 0.0 | H = -2 | I = 10

COc1ccc(/C=C2\CCCC3C2=NN(C(=O)c2scnc2C)C3c2ccc(OC)cc2)cc1 (stereo unspecified)
  A = -1 | B = 4 | C = -61 | D = 2 | E = -3[20 µM] | F = 5 | G = -2.5 | H = -1 | I = 2

Cc1sc2ncn3c(C)nnc3c2c1C
  A = 6 | B = -2 | C = -3 | D = nt | E = -22 | F = 14 | G = 2.4 | H = 20 | I = -4

COc1ccc(Oc2ccc(N/C=C3/CCCC3=O)cc2)cc1
  A = -4 | B = -1 | C = 2 | D = 0.36 | E = -6 | F = 14 | G = 0.8 | H = 6 | I = -2

Cc1ccc(S(=O)(=O)NC(C)CCc2ccccc2)cc1 (stereo unspecified)
  A = 2 | B = 10 | C = -21 | D = 0.4 | E = -10[20 µM] | F = 0 | G = 0.4 | H = 5 | I = -4

CCc1nnc(NC(=O)c2csc3c2CCC(C)C3)s1 (stereo unspecified)
  A = -17 | B = -6 | C = -12 | D = nt | E = -3 | F = 2 | G = 1.4 | H = -6 | I = -4

CC(=O)CCC(=O)c1ccc2ccccc2c1
  A = -10 | B = 6 | C = -73 | D = -0.046 | E = -12 | F = -1 | G = 0.4 | H = -6 | I = -16

Nc1cccnc1Oc1ccc(F)cc1
  A = -6 | B = 7 | C = -15 | D = -1.9 | E = -12 | F = 4 | G = 1.6 | H = 4 | I = -8

CCOc1ccccc1NC(=O)CCCc1nc2ccccc2c(=O)[nH]1
  A = -2 | B = 5 | C = 3 | D = -1.2 | E = -19 | F = 14 | G = -0.9 | H = -11 | I = -2

N#Cc1nc(-c2ccc(Cl)cc2)oc1N1CCCCC1
  A = -6 | B = 4 | C = i | D = 1.7 | E = -81 | F = -2 | G = 0.0 | H = -11 | I = -87

CC(=O)NCCC1CCN(c2nc3nonc3nc2N(C)Cc2ccccc2)CC1
  A = 1 | B = 8 | C = -5 | D = -3.6 | E = 0 | F = 9 | G = -0.2 | H = 6 | I = nt

Cc1ccc(CNC(=O)COC(=O)[C@@H]2CC(O)CN2S(=O)(=O)c2ccc3c(c2)OCCO3)cc1 (stereo partly specified)
  A = -6 | B = 7 | C = 2 | D = -0.71 | E = -24 | F = 8 | G = -0.4 | H = 4 | I = -15

O=S(=O)(Nc1cccc(-c2ccc3nncn3n2)c1)c1cccs1
  A = -3 | B = 4 | C = -12 | D = -0.015 | E = -16 | F = 5 | G = 0.2 | H = -2 | I = 2

CC(C)CC(c1nnnn1C1CCCC1)N1CCN(c2ccccc2F)CC1 (stereo unspecified)
  A = -1 | B = 1 | C = 30 | D = -0.022 | E = -32[20 µM] | F = 29 | G = -0.8 | H = 17 | I = -8

COc1cc(CCCN2C(=O)C(=O)NC[C@@H]2c2ccccc2)cc(OC)c1OC
  A = 2 | B = -1 | C = 9 | D = 0.25 | E = -26 | F = 5 | G = nt | H = 3 | I = 1

COc1ccc(CC(=O)N/N=C/c2ccc(-c3ccc(F)cc3)o2)cc1OC
  A = -5 | B = 27 | C = 6 | D = -1.8 | E = -15 | F = 0 | G = -1.6 | H = -4 | I = -1

CCS(=O)(=O)N1CCN(C(=O)C(c2ccccc2)c2ccccc2)CC1
  A = -4 | B = 6 | C = 27 | D = nt | E = -16[20 µM] | F = -4 | G = -0.8 | H = -9 | I = 2

Cc1cccc(S(=O)(=O)NNC(=O)c2cc(-c3ccc(F)cc3)nc3ccccc23)c1
  A = 1 | B = 8 | C = -54 | D = 0.86 | E = -8 | F = 5 | G = -0.1 | H = -1 | I = -9

COC(=O)c1[nH]c2ccc(C)cc2c1NC(=O)CN1CCc2cc(OC)c(OC)cc2C1
  A = 2 | B = -7 | C = -53 | D = nt | E = -16 | F = 12 | G = -1.2 | H = 1 | I = 3

Fc1ccc(Nc2ncnc3sc4c(c23)CCC4)cc1
  A = -8 | B = 1 | C = -26 | D = nt | E = -17[20 µM] | F = -9 | G = 0.3 | H = 3 | I = -25

CCN(CC)c1ccc(/C=N\NC(N)=O)cc1
  A = -12 | B = -8 | C = -108 | D = 1 | E = -16 | F = 4 | G = 0.1 | H = -5 | I = -6

Cc1ccc(C)c(N2CC(O)(c3cccs3)[N+]3=C2CCCC3)c1 (stereo unspecified)
  A = -9 | B = 9 | C = -21 | D = 0.54 | E = -26 | F = 4 | G = 0.7 | H = -1 | I = -2

Cc1[nH]c2ccccc2c1C(C#N)(C#N)C1C(=O)c2ccccc2C1=O
  A = -8 | B = nt | C = -21 | D = -0.23 | E = -9 | F = 6 | G = 0.9 | H = 9 | I = 2

O=C(c1ccc(CSc2ccc(Cl)cc2)cc1)N1CCOCC1
  A = -1 | B = 6 | C = 3 | D = -0.0071 | E = -5 | F = 1 | G = 0.3 | H = -4 | I = -9

N/C(=N\OC(=O)COc1ccc(Cl)cc1)c1cccnc1
  A = -1 | B = -29 | C = -8 | D = 0.057 | E = -3 | F = 18 | G = -1.2 | H = 10 | I = -6

NS(=O)(=O)c1ccc(CCNC(=O)c2cncc(Br)c2)cc1
  A = 0 | B = 13 | C = -6 | D = nt | E = -6 | F = 15 | G = -1.3 | H = 1 | I = -5

O=c1oc2c(CN3CCCCC3)c(O)ccc2c2c1CCCCC2
  A = -26 | B = -8 | C = -357 | D = 0.67 | E = -178 | F = -212 | G = -0.4 | H = -41 | I = -499

O=C(NC(=S)Nc1ccc(S(=O)(=O)Nc2nccs2)cc1)c1ccc(F)cc1
  A = -6 | B = -4 | C = 10 | D = -0.074 | E = -9 | F = 13 | G = 1.1 | H = 3 | I = -13

COc1cc(/C=C2/NC(=O)NC2=O)cc(Br)c1OCc1cccc(C(=O)O)c1
  A = 1 | B = 5 | C = -9 | D = -0.5 | E = -21 | F = nt | G = 0.8 | H = -1 | I = 1

CCCn1c(SCC(=O)NCc2ccco2)nnc1-c1ccncc1
  A = -3 | B = -1 | C = -23 | D = 0.54 | E = -23 | F = 11 | G = 1.4 | H = 2 | I = 7

COc1cc(C)nc(SCC(N)=O)n1
  A = 6 | B = -9 | C = 20 | D = -0.28 | E = -4[20 µM] | F = 7 | G = -0.2 | H = 3 | I = -17

Cc1c(NC(=O)CSc2nc3ccc(Cl)cc3[nH]2)c(=O)n(-c2ccccc2)n1C
  A = 15 | B = -2 | C = -61 | D = -0.52 | E = -14[20 µM] | F = 12 | G = -0.1 | H = 2 | I = -1

Cc1cc(/C=N/Nc2nc(N3CCOCC3)nc(N3CCOCC3)n2)c(C)n1-c1ccccc1
  A = -7 | B = 24 | C = -51 | D = -1.5 | E = -24 | F = 10 | G = 0.1 | H = 0 | I = -5

COc1cc(OC)c(C2SCCCS2)cc1OC
  A = -2 | B = nt | C = -14 | D = -0.19 | E = -17 | F = 10 | G = 1.2 | H = 1 | I = -7

COc1ccc(S(=O)(=O)NNC(N)=S)cc1
  A = 2 | B = 16 | C = 21 | D = 0.6 | E = -12 | F = 13 | G = 0.3 | H = 8 | I = 4

COc1cc2cc(CN(CCCO)S(=O)(=O)c3ccccc3Cl)c(=O)[nH]c2cc1OC
  A = 0 | B = -3 | C = -79 | D = -1.2 | E = -3 | F = 7 | G = -0.7 | H = -6 | I = 29

COc1cccc(NC(=S)N/N=C2\CC3CCC2(C)C3(C)C)c1 (stereo unspecified)
  A = 0 | B = 24 | C = 19 | D = 11* | E = -17 | F = 9 | G = 1.0 | H = 1 | I = -4

O=C(O)Cn1cc(C(=O)c2cccs2)c2ccccc21
  A = 2 | B = 5 | C = 34 | D = 0.31 | E = -7[20 µM] | F = 5 | G = 0.4 | H = 0 | I = -22

CSc1nsc(SC)c1C(=O)NCCNS(=O)(=O)c1ccc(C)cc1
  A = 0 | B = 7 | C = -7 | D = -0.1 | E = -10[20 µM] | F = 10 | G = -1.1 | H = -1 | I = -5

CCOc1ccc(C(=O)CCN2CCCCC2)cc1
  A = 2 | B = 2 | C = -12 | D = 0.46 | E = -22 | F = 11 | G = -0.2 | H = 2 | I = -12

CO/C=C\C=C/c1nnn(-c2ccc(Cl)cc2)n1
  A = 0 | B = 5 | C = -9 | D = 1 | E = -16 | F = 14 | G = 1.1 | H = 10 | I = -12

Cc1cc(S(=O)(=O)N2CCCC2)ccc1OCC(=O)NC1CCCC1
  A = -5 | B = nt | C = 27 | D = nt | E = -16 | F = 4 | G = 0.1 | H = 2 | I = nt

CCC(=O)Nc1ccc(NC(=O)c2cc3ccccc3o2)cc1
  A = 3 | B = -4 | C = 34 | D = -0.42 | E = -12 | F = 7 | G = -0.1 | H = 3 | I = 0

CCOC(=O)C1CCN(Cc2ccc(F)cc2)CC1
  A = 3 | B = -7 | C = 20 | D = 0.058 | E = 19[20 µM] | F = 10 | G = 1.2 | H = 5 | I = -6

CC1=C(C(=O)OCc2ccccc2)C(/C=C/c2ccccc2)N2C(=O)CCSC2=N1 (stereo unspecified)
  A = -12 | B = 6 | C = 9 | D = -0.9 | E = -5 | F = 12 | G = 0.2 | H = 4 | I = -24

CCn1c(=O)c([N+](=O)[O-])c(NCC(O)c2ccccc2)c2ccccc21 (stereo unspecified)
  A = -3 | B = 6 | C = 13 | D = -2.2 | E = -4 | F = 10 | G = -0.6 | H = 6 | I = -1

# Ten of the compounds above, with two lines to a compound:
# Each structure is followed by: Thrombin inh | Rad51 HR inh | Calpain2 inh | Cl transport mod | Furin inh | FXIIa inh 1536 | PERK inh | FXIa inh 1536 | hK5 inh
COc1ccc(S(=O)(=O)NNC(N)=S)cc1
    2 | 16 | 21 | 0.6 | -12 | 13 | 0.3 | 8 | 4
COc1cc2cc(CN(CCCO)S(=O)(=O)c3ccccc3Cl)c(=O)[nH]c2cc1OC
    0 | -3 | -79 | -1.2 | -3 | 7 | -0.7 | -6 | 29
COc1cccc(NC(=S)N/N=C2\CC3CCC2(C)C3(C)C)c1 (stereo unspecified)
    0 | 24 | 19 | 11* | -17 | 9 | 1.0 | 1 | -4
O=C(O)Cn1cc(C(=O)c2cccs2)c2ccccc21
    2 | 5 | 34 | 0.31 | -7[20 µM] | 5 | 0.4 | 0 | -22
CSc1nsc(SC)c1C(=O)NCCNS(=O)(=O)c1ccc(C)cc1
    0 | 7 | -7 | -0.1 | -10[20 µM] | 10 | -1.1 | -1 | -5
CCOc1ccc(C(=O)CCN2CCCCC2)cc1
    2 | 2 | -12 | 0.46 | -22 | 11 | -0.2 | 2 | -12
CO/C=C\C=C/c1nnn(-c2ccc(Cl)cc2)n1
    0 | 5 | -9 | 1 | -16 | 14 | 1.1 | 10 | -12
Cc1cc(S(=O)(=O)N2CCCC2)ccc1OCC(=O)NC1CCCC1
    -5 | nt | 27 | nt | -16 | 4 | 0.1 | 2 | nt
CCC(=O)Nc1ccc(NC(=O)c2cc3ccccc3o2)cc1
    3 | -4 | 34 | -0.42 | -12 | 7 | -0.1 | 3 | 0
CCOC(=O)C1CCN(Cc2ccc(F)cc2)CC1
    3 | -7 | 20 | 0.058 | 19[20 µM] | 10 | 1.2 | 5 | -6

# High-throughput results from PubChem BioAssay.
